PglD inh: C. jejuni PglD acetyltransferase inhibitors, primary screen, biochemical, DTNB colorimetric, single point. AID 602405, 2012. UDP-N-acetylbacillosamine N-acetyltransferase PglD (Campylobacter jejuni). purified PglD enzyme, DTNB colorimetric CoA detection. actives 0.098% (n = 360,000). inhibition, % at 12.5 µM; in the data active = inhibition above about 16%, passing the limit was not always enough; note: strong numbers were not always called active
LGR2 inh: inhibitors of bursicon-induced LGR2 CRE-luciferase signal, primary screen, cell-based, HEK293, CRE-luciferase reporter, bursicon stimulation. Drosophila bursicon receptor LGR2 (rickets). bursicon-stimulated, 4 h. inhibition, % at 9.99 µM. actives 0.35% (n = 380,000). AID 720647, 2013;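 active = drop in luminescence signal, shown as inhibition above about 50% in the replicate tests, limit read from the data, passing the limit was not always enough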;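 note: agonist challenge used bursicon conditioned medium at about half maximal strength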
FN deposition inh: inhibitors of fibronectin matrix deposition, primary screen, AH1F cells, Alexa488-fibronectin fluorescence, plate reader; AH1F fibroblasts, overnight; actives 0.086% (n = 350,000); inhibition, % at 12.6 µM;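 active = mean inhibition across replicates of 30% or more, regardless of how many single replicates reach that level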;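 note: positive control wells lacked labelled fibronectin entirely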
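material = AH1F fibroblast monolayer depositing Alexa488-labelled fibronectin into matrix | amount = 10000 AH1F cells/well | buffer or medium = DMEM plus 2% serum, read in PBS | incubation = 1 h cell adhesion before compound, then overnight fibronectin incubation | detection = fluorescence at 485 nm excitation, 525 nm emission | evaluation = percent inhibition as loss of matrix-bound fibronectin fluorescence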
ERAP1 HTS inh: human ERAP1 aminopeptidase inhibitors, primary screen, biochemical, single point, plate reader; Endoplasmic reticulum aminopeptidase 1 (Homo sapiens), Q9NZ08; recombinant ERAP1, Leu-AMC fluorescence, 60 min; inhibition, % at 10.7 µM; actives 0.15% (n = 340,000); AID 652197, 2013;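 active = mean replicate inhibition of at least 30%, or all replicates individually reaching that 30% level; inactive = mean below 30% and not every replicate reaching it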;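 note: 0% = neutral control wells and 100% = L-leucinethiol positive control wells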
Target sequence (Q9NZ08 whole entry, looked up): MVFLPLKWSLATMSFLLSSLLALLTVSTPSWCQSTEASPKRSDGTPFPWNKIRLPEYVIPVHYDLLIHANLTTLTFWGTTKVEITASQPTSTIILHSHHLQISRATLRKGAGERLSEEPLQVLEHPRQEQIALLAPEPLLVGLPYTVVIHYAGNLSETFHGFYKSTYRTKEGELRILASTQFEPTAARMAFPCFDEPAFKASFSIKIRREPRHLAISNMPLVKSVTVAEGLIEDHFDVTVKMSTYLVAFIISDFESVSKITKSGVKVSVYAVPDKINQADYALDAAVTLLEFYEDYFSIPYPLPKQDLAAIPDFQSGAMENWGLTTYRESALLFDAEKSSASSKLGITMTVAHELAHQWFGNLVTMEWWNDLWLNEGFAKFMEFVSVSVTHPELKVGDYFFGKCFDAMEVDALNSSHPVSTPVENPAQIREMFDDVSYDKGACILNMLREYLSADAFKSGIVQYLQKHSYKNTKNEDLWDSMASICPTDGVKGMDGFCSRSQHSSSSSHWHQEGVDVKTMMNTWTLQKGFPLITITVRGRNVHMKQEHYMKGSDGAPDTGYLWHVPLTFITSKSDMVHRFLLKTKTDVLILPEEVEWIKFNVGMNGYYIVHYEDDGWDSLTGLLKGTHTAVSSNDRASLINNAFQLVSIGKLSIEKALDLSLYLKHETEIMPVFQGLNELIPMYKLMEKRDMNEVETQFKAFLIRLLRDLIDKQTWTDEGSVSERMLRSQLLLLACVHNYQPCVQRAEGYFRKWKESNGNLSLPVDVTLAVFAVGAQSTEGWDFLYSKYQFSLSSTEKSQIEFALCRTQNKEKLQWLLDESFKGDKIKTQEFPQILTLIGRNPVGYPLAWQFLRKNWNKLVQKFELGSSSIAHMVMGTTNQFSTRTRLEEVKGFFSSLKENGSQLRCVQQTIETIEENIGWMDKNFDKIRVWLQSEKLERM
PGC1a acetyl inh: inhibitors of PGC1a acetylation signal, primary screen, cell-based, U2OS, AlphaScreen, inhibitor mode | actives 0.17% (n = 350,000) | AlphaScreen anti-acetyl-lysine; with virally co-expressed GCN5 acetyltransferase | inhibition, % at 15.6 µM;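 active = every replicate shows inhibition of at least 40%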;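 note: 0% = neutral control wells and 100% = positive control wells; some results beyond the cut were filed as inactive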
PAX8 reporter: inhibitors of PAX8-driven TPO luciferase reporter, primary screen, RMG-I cells, single concentration; SteadyGlo, 24 h; inhibition, % at 12.6 µM; actives 1.2% (n = 360,000); AID 652154, 2013;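 active = mean replicate inhibition at least 60% with every replicate also reaching 60%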;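 note: luciferase light reporting Pax8 driven TPO promoter activity; plate controls were median of neutral control wells for no effect and mitoxantrone controls for full effect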
S100A4 inh HTS: inhibitors of S100A4-myosin IIA peptide binding, primary screen, biochemical, fluorescence polarization, TAMRA-MyoIIA peptide | AID 652163, 2013 | actives 0.14% (n = 360,000) | Protein S100-A4 (Homo sapiens), P26447 | inhibition, % at 10.7 µM;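 active = mean inhibition of at least 70% across replicates, with every replicate also reaching that level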
Target sequence (P26447 whole entry, looked up): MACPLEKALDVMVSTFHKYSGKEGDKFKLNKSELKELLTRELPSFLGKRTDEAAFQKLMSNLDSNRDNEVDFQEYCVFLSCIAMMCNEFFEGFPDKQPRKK
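Test system: S100A4 monomer protein; Medium: HEPES pH 7.2 with CaCl2, KCl, NaCl, DTT, Triton; Probe or stimulus: TAMRA-labelled myosin IIA heavy-chain peptide probe, 5 nM; Doses: one dose per compound; Times: polarization read 5 min after assay mix addition, stable 5–60 min; Benchmarks: neutral control DMSO, positive control TFP.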
EWS-Fli inh: EWS/Fli-driven NR0B1 reporter inhibitors, primary screen, A673 cells, NR0B1 luciferase, luminescence, MLPCN library; viability-normalised; inhibition, % at 12.6 µM; actives 0.67% (n = 350,000); AID 651661, 2012;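 active = mean inhibition of at least 50% after viability correction, with every replicate also passing that limit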;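 note: firefly luciferase signal divided by Alamar Blue viability fluorescence both relative to DMSO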
The depositor's hits bear a star; . = no result given; & = joins results of further samples. Rows were taken by chance, and some 2.1% of all compounds hit somewhere here.

SMILES	PglD inh	LGR2 inh	FN deposition inh	ERAP1 HTS inh	PGC1a acetyl inh	PAX8 reporter	S100A4 inh HTS	EWS-Fli inh
COc1ccc(C(=O)/C=C/c2ccc(O)cc2)c(O)c1C/C=C(\C)CCC=C(C)C	-3	.	.	5	-23	.	-1	26
O=C(NCC1CCCCC1)[C@@H]1[C@@H](CO)[C@@H]2Cn3c(ccc(C4=CCCC4)c3=O)[C@H]1N2C(=O)CC1CC1	1	11	.	5	10	-5	4	-7
CCCc1cn(CC[C@H]2CC[C@@H](NC(=O)C3CC3)[C@@H](CO)O2)nn1	-1	6	0	-1	1	0	1	-13
COc1ccc2ccccc2c1/C=N/NC(=O)c1sc(N)c(C#N)c1C	10	0	10	6	-2	-13	-1	-3
C=CCCC(=O)N1C[C@H]2CON(C)[C@H]2C[C@H]1c1ccc(Br)cc1	-2	-1	14	-2	.	-4	11	7
CN(C)CCCN(C(=O)COc1ccccc1)c1nc2c(F)cccc2s1	4	7	-11	2	-7	16	-12	-1
Cc1nn(S(=O)(=O)c2ccccc2)c(C)c1S(=O)(=O)N1CCOCC1	0	4	0	0	3	-3	1	-3
COc1cccc(OC)c1C(=O)Nc1cccc(NC(=O)c2cccs2)c1	1	2	1	-1	-5	-3	-3	11
Cc1ccc(N(CC(=O)NCc2ccc(F)cc2)S(=O)(=O)c2c(C)n[nH]c2C)cc1	.	3	-4	-3	.	4	1	10
C[C@@H]1CN([C@H](C)CO)C(=O)c2cc(NS(C)(=O)=O)ccc2O[C@@H]1CN(C)Cc1ccncc1	-2	1	.	-1	-2	-30	4	-2
Cc1onc(-c2ccccc2)c1NC(=O)N(CCC(=O)O)Cc1ccccc1	2	-7	-4	-2	3	5	-9	-2
CC(=O)CCC(=O)NC1CCCc2c1cnn2-c1ccc(C(C)(C)C)cc1 (stereo unspecified)	-3	17	-1	-1	43	5	1	-1
O=C(Cc1ccccn1)NCC[C@H]1CC[C@@H](NS(=O)(=O)c2ccc(Cl)cc2)[C@H](CO)O1	3	1	-3	-5	-3	3	0	-2
CCOc1ccc(N(C)S(=O)(=O)c2ccc3[nH]cc(C(=O)NCC(OC)OC)c(=O)c3c2)cc1	-3	-2	9	1	-6	12	7	5
Fc1ccc(NC(=S)Nc2nccs2)cc1	.	-66	.	-6	-4	-124	-1	0
Cc1nnc(SCC(=O)NN2C(=O)NC3(CCCCC3)C2=O)s1	-2	-1	1	3	-7	14	2	-13
Cc1ccc(S(=O)(=O)Nc2ccc3c(c2)CC(=O)N([C@H](C)CO)C[C@@H](C)[C@H](CN(C)C(=O)Nc2ccc4c(c2)OCO4)O3)cc1	-2	-2	7	-1	-2	-20	-8	-46
COC(=O)c1cc(S(=O)(=O)N2c3ccccc3CC2C)c[nH]1 (stereo unspecified)	1	5	-18	-4	4	11	4	.
CCCCOc1cccc(C2C(C(=O)c3ccc(C)o3)=C(O)C(=O)N2c2nnc(C)s2)c1 (stereo unspecified)	-4	6	0	-4	.	-8	-3	.
O=C(/C=C/c1ccccc1)Nc1cccc(C(=O)NC2CC2)c1	1	-9	0	.	-1	-132	-1	-52
CCCCc1ccc(NC(=O)c2c(C)noc2C)cc1	4	.	-6	.	35	-7	.	.
C[C@H](CO)N1C[C@H](C)[C@@H](CN(C)C(=O)NC2CCCCC2)Oc2ccc(NC(=O)Nc3ccc(C(F)(F)F)cc3)cc2C1=O	0&1	-13&15	-15	2&-2	3	16&29	-2&-4	13&15
CCNC(=O)C[C@H]1CC[C@@H]2[C@H](COC[C@@H](O)CN2C(=O)Nc2ccc(C(F)(F)F)cc2)O1	-2	-19	-4	0	3	0	6	4
C[C@H](CO)N1C[C@H](C)[C@H](CN(C)C(=O)Nc2ccc(C(F)(F)F)cc2)Oc2c(NC(=O)C3CC3)cccc2C1=O	6	9	.	0	2	.	-1	2
O=C1C(Sc2cccc(F)c2)=C[C@@]2(O)CC[C@@H](O)[C@]1(Sc1cccc(F)c1)[C@H]2O	.	-1	.	.	.	5	3	7

Further results:
SMILES	PglD inh	LGR2 inh	FN deposition inh	ERAP1 HTS inh	PGC1a acetyl inh	PAX8 reporter	S100A4 inh HTS	EWS-Fli inh
Cc1cc(C)cc(NC(=O)CN(Cc2ccccc2)S(C)(=O)=O)c1	0	.	-5	.	-11	-9	.	.
Cc1noc(C)c1S(=O)(=O)N(C)C[C@@H]1Oc2ccc(NS(=O)(=O)c3cccs3)cc2CC(=O)N([C@@H](C)CO)C[C@@H]1C	-1	2	.	2	-3	-25	7	-14
CCc1nnc(NC(=O)c2cc(S(=O)(=O)N3CCN(c4ccccc4)CC3)ccc2Cl)s1	5	7&-8	.	-3	-2	.	-3	.
CC(C)CCn1c(=O)c2ccccc2n2c(CN3C(=O)NC4(CCC(C)CC4)C3=O)nnc12 (stereo unspecified)	4	.	-12	.	-1	12	.	.
CC1(C)C(=O)NCCN1C(=O)CCCC(=O)O	.	8	0	0	3	1	-18	4
Brc1cc(Br)c2nc3c(cc2c1)CCC3	6	-10	-1	1	-5	-9	-1	-2
C/C=C/[C@@H](CCn1cc(CCO)nn1)[Si](C)(C)c1ccc(OC)cc1	2	.	.	2	-21	-7	-15	10
CCOC(=O)c1ccc(Oc2cn[nH]c2-c2ccc(O)cc2O)cc1	-1	3	-3	-5	-1	-20	12	8
CC(C)C(=O)N1CCN(c2ccccc2NC(=S)NC(=O)c2cccs2)CC1	-2	16	21	-5	5	-18	3	1
C[C@H](CO)N1C[C@H](C)[C@H](CN(C)CC2CCCCC2)OCCCC[C@H](C)Oc2ccc(NC(=O)CCCN(C)C)cc2C1=O	-1	11	.	3	0	-24	13	2
CC(C)CC#Cc1cnc2c(c1)C(=O)N([C@H](C)CO)C[C@H](C)[C@H](CN(C)Cc1cccc(F)c1)O2	-1	-12	.	-1	2	.	26	2
C=CCNC(=O)/C(=C/c1ccccc1OCC)NC(=O)c1ccccc1	.	.	-1	0	.	29	-4	-7
CCC(C)C(NC(=O)C(C)NC(=O)CNC(=O)OC(C)(C)C)C(N)=O (stereo unspecified)	.	-20	-6	-2	2	-6	1	3
O=C(COC(=O)Cc1c(F)cccc1Cl)Nc1nnc(-c2ccccc2)o1	-6	16	2	-1	-9	-5	-1	-1
CCN(CC)CCCN(C(=O)c1ccc(Br)cc1)c1nc(-c2ccc(OC)cc2)cs1	2	38	1	2	-16	30	-2	23
CCc1ccc(N2CC(C(=O)Nc3ccc(OC)c(S(=O)(=O)N4CCOCC4)c3)CC2=O)cc1 (stereo unspecified)	2	10	.	-1	-5	6	-3	-1
CCS(=O)(=O)n1nc(-c2ccc(Cl)cc2)nc1N	-2	-14	-2	1	-3	-11	1	-11
COc1ccc(C2=C/C(=C\c3cccc(OC(C)=O)c3)C(=O)O2)cc1	.	-2	-4	0	.	-16	3	-10
O=C(COC(=O)CCc1c[nH]c2ccccc12)NCc1ccccc1	.	6	2	-2	.	21	-1	8
CO[C@H]1CN(C)C(=O)c2ccc(NC(=O)C3CCCC3)cc2OC[C@H](C)N(CC2CC2)C[C@H]1C	-1	-17	0	1	-12	-7	7	-5
CCOc1ccc(C(=O)n2cc(C(=O)OC)c3ccccc32)cc1	-3	12	-5	-1	.	55	-4	7
O=S(=O)(NCCSCc1ccc(Cl)cc1Cl)c1ccc2c(c1)OCCO2	0	.	-5	.	-6	18	.	.
CCN(CC)CCC(O)(c1ccc2c(c1)OCO2)c1cc(OC)c(OC)c(OC)c1 (stereo unspecified)	-4	9	2	-4	5	-17	6	-2
COc1cccc(S(=O)(=O)N(C)C[C@@H]2Oc3ncc(-c4cc5ccccc5o4)cc3C(=O)N([C@H](C)CO)C[C@@H]2C)c1	1	16	.	2	-15	19	-7	24
COc1ccc(C(=O)OCCNC(=O)c2ccncc2)cc1OC	-4	-11	-1	2	0	34	1	5
C[C@H]1CN([C@@H](C)CO)C(=O)c2cccc(NC(=O)C3CCOCC3)c2O[C@H]1CN(C)Cc1ccc(-c2ccccc2)cc1	2	2	.	0	2	-10	-3	10
O=C(Nc1ccccc1N1CCCCC1)c1cccc(Cl)c1	2	28	-2	0	.	3	-2	21
O=C(O)c1cccc(NS(=O)(=O)c2ccc(Oc3ccc(S(=O)(=O)Nc4cccc(C(=O)O)c4)cc3)cc2)c1	.	.	4	-9	.	5	2	7
O=C(Nc1ccc(F)cc1)N1C[C@@H]2[C@H](c3ccccc31)[C@@H](CO)N2C(=O)Cc1ccccn1	-1	10	1	2	-8	-3	1	-3
CO[C@H]1CN(C)C(=O)c2cc(NC(=O)C3CC3)ccc2OC[C@H](C)N(CC2CC2)C[C@H]1C	3	-2	.	1	-1	-7	25	2

Single records, from the list above. Screens in order: PglD inh, LGR2 inh, FN deposition inh, ERAP1 HTS inh, PGC1a acetyl inh, PAX8 reporter, S100A4 inh HTS, EWS-Fli inh
O=C(O)c1cccc(NS(=O)(=O)c2ccc(Oc3ccc(S(=O)(=O)Nc4cccc(C(=O)O)c4)cc3)cc2)c1 is listed with ., ., 4, -9, ., 5, 2, 7
CC(C)CC#Cc1cnc2c(c1)C(=O)N([C@H](C)CO)C[C@H](C)[C@H](CN(C)Cc1cccc(F)c1)O2 is listed with -1, -12, ., -1, 2, ., 26, 2
C=CCNC(=O)/C(=C/c1ccccc1OCC)NC(=O)c1ccccc1 is listed with ., ., -1, 0, ., 29, -4, -7
CCN(CC)CCCN(C(=O)c1ccc(Br)cc1)c1nc(-c2ccc(OC)cc2)cs1 is listed with 2, 38, 1, 2, -16, 30, -2, 23
O=C(COC(=O)CCc1c[nH]c2ccccc12)NCc1ccccc1 is listed with ., 6, 2, -2, ., 21, -1, 8

Sorted by molar mass (falling): 5 of the compounds above.
SMILES	PglD inh	LGR2 inh	FN deposition inh	ERAP1 HTS inh	PGC1a acetyl inh	PAX8 reporter	S100A4 inh HTS	EWS-Fli inh
O=C(O)c1cccc(NS(=O)(=O)c2ccc(Oc3ccc(S(=O)(=O)Nc4cccc(C(=O)O)c4)cc3)cc2)c1	.	.	4	-9	.	5	2	7
CCN(CC)CCC(O)(c1ccc2c(c1)OCO2)c1cc(OC)c(OC)c(OC)c1 (stereo unspecified)	-4	9	2	-4	5	-17	6	-2
COc1ccc(C2=C/C(=C\c3cccc(OC(C)=O)c3)C(=O)O2)cc1	.	-2	-4	0	.	-16	3	-10
O=C(Nc1ccccc1N1CCCCC1)c1cccc(Cl)c1	2	28	-2	0	.	3	-2	21
CCS(=O)(=O)n1nc(-c2ccc(Cl)cc2)nc1N	-2	-14	-2	1	-3	-11	1	-11

Assay outcomes (PubChem)
